Compound activity: PubChem BioAssay, several laboratories
bCat nuc transl = modulators of beta-catenin nuclear translocation | nuclear translocation activity, % at 5 µM | HeLa beta-catenin nuclear translocation, immunofluorescence imaging | actives 0.3% (n = 190,000);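 active means nuclear translocation activity above 50% at 5 µM, with a well cell count of 50 or more; inconclusive means wells under 50 cells across six images, flagged as toxic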;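 further: per-cell ratio of nuclear to cytoplasmic median beta-catenin stain intensity; plate controls were DMSO negative control for no effect and GSK-3 inhibitor IX positive control for full effect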
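test system = HeLa cells, endogenous beta-catenin | dosing = single 5 µM dose plus 0.02–20 µM confirmation series | times = compound treatment 24 h, 37°C, 5% CO2 | technique = beta-catenin immunofluorescence imaging with DAPI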
WT yeast gro inh = growth inhibition of WT yeast, mitochondrial fusion screen; AID 1362; actives 2.1% (n = 190,000); mitochondrial fusion phenotypic screen, WT strain; inhibition, % at 10 µM; in the data active means inhibition above about 58%; tested in S. cerevisiae
Autophagy mod = autophagy modulation, high-content screen. MEF GFP-LC3 puncta imaging; test concentration mostly 10 µM. calls only at 10 µM (by protocol). actives 0.98% (n = 190,000);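 active means percentage of spot-positive cells more than 3 SD above its plate mean, without a fluorescence outlier flag or 80% toxicity; inconclusive means no clear call, values can overlap the other calls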;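 further: spot-positive cell cutoff set from DMSO-treated cells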
Insulin prom up = MIN6 insulin promoter up-regulation; MIN6 insulin promoter-GFP reporter, high-content imaging; stronger effect = higher value; z-score at 5 µM; actives 0.3% (n = 190,000);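 active means z-score above 3 at 5 µM with at least 500 cells counted in the well; inconclusive means wells under 500 cells, flagged as cytotoxic or low count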
Myeloid diff 2 = compounds promoting myeloid differentiation; ER-HoxA9 myeloid progenitors, lysozyme-GFP differentiation, flow cytometry; calls only at 10 µM; actives 1% (n = 360,000);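 active means normalized GFP-positive differentiation at or above the plate's own cutoff, the solvent-only control mean plus 3 SD; inconclusive means no clear call, values can overlap the other calls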;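 further: cells exposed to compound for four days before flow analysis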
West Nile virus CPE = West Nile virus antiviral activity, cell-based, CPE readout (AID 1621); West Nile virus-infected cells, CPE inhibition; higher % means a stronger effect; actives 0.02% (n = 290,000); CPE inhibition, % at 10 µM, or IC50 in µM where a hit was titrated; in the data active means a potency from the dose series; inconclusive means CPE inhibition mostly from about 3.7% at the one dose, without a potency; inactive means the rest, 99 in 100 with CPE inhibition below about 2.2%; further: strong numbers were not always called active
Hep lipid drop = modulators of hepatic lipid droplet formation. actives 0.4% (n = 240,000). AID 1656. AML12 mouse hepatocytes, oleate lipid droplets, BODIPY imaging. inhibition, % at 6.5 µM;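 active means lipid droplet intensity inhibited by at least 50%, with more than 500 cells counted; inconclusive means wells with under 300 cells, treated as cytotoxic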
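Test system: AML12 hepatocytes (mouse); reagent: oleate loading, 100 µM; dosing: one dose, 6.5 µM compound; incubation: overnight exposure; signal: fluorescence imaging, 20x objective, two fields per well; read-out basis: % inhibition of corrected integrated BODIPY droplet signal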
T cell HTS = T cell immune modulators affecting CD8 T cell-vesicle binding; calls only at 7 µM; 2C CD8+ T cell-vesicle binding, flow cytometry; stronger effect = lower value; AID 2052; actives 0.068% (n = 330,000);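 active means response, share of CD8 T cells binding vesicles, and their 90th percentile fluorescence all below set limits, cut at about 80% in these data, passing the limit was not always enough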
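Material: 2C TCR transgenic mouse naive CD8+ T cells, MACS-purified. Also added: QL9-charged Drosophila Ld/ICAM-1/B7-1 vesicles. Timing: binding 1.5 h at 37 °C. Measured by: high-throughput flow cytometry with anti-B7-1 and anti-CD8 staining. Read-out: percent CD8+ FL2 mean versus row control. Controls: Unloaded micro-vesicles (low), QL9 vesicles with 0.7% DMSO (high).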
MT stabilizer = stabilizes microtubules in HeLa cells. AID 2205. HeLa tubulin immunostaining HCS, 24 h; share of cells brighter than vehicle mean+2SD. % tubulin-high responders, % at 10 µM. actives 0.83% (n = 200,000);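 active means plate Z-score above 3 for both tubulin-high and condensed-nucleus cell shares, with cell loss under 80%, at 10 µM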;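 further: anti alpha tubulin signal scored within the nucleus-defined area of each cell; some results filed as inactive read as strong as hits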
WT yeast gro inh mutant strain = also measured in WT yeast gro inh; calls as there; inhibition, %; mitochondrial fusion phenotypic screen, mutant strain inhibition
Insulin prom up cell count = also measured in Insulin prom up; calls as there; cell count; measured here: cytotoxicity, nuclei count;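 total cells summed across four imaged fields per well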
Hep lipid drop cells 6.5 µM = recorded beside Hep lipid drop, whose call it bears; cell count; measured here: cell count, cytotoxicity flag;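 cells counted across two imaged fields per well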
bCat nuc transl cell count 5 µM = second read-out of bCat nuc transl, no call of its own (marks repeat the call); cell count; measured here: cell count, cytotoxicity flag
T cell HTS vesicle-bound % = second read-out of T cell HTS, no call of its own (marks repeat the call); double positive events, %; measured here: CD8+ vesicle-bound cell fraction;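 binding gate set so that unloaded-vesicle control wells show 10% double positive cells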
MT stabilizer Hoechst-high % = further read-out of MT stabilizer, marked with its call; % Hoechst-high responders; measured here: nuclear condensation Hoechst responders;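 share of cells brighter than vehicle mean plus two SD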
MT stabilizer cytotoxicity % = second read-out of MT stabilizer, no call of its own (marks repeat the call); toxicity, %; measured here: cytotoxicity by cell density;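 0% = mean cell density of plate MIN control wells and 100% = no cells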
Autophagy mod cell loss 18 h = recorded beside Autophagy mod, whose call it bears; toxicity, %; measured here: cell loss, nuclei count;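 cell loss after 18 h compound exposure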
Myeloid diff 2 GFP+ MAC1+ % = recorded beside Myeloid diff 2, whose call it bears; GFP+ MAC1+ double positive, %; measured here: differentiation confirmed by MAC1 staining
Active calls of the source: *; i = inactive; u = inconclusive; x = not tested or not shown.

nr	canonical_smiles	bCat nuc transl	bCat nuc transl cell count 5 µM	WT yeast gro inh	WT yeast gro inh mutant strain	Autophagy mod	Autophagy mod cell loss 18 h	Insulin prom up	Insulin prom up cell count	Myeloid diff 2	Myeloid diff 2 GFP+ MAC1+ %	West Nile virus CPE	Hep lipid drop	Hep lipid drop cells 6.5 µM	T cell HTS	T cell HTS vesicle-bound %	MT stabilizer	MT stabilizer Hoechst-high %	MT stabilizer cytotoxicity %
1	COC(=O)C(CCSC)NC(=O)c1cccc([N+](=O)[O-])c1 (stereo unspecified)	-2.7	1364	10	-3	i	-1	0.01	1661	i	5.1	0.0%	x	x	i	41	2.0	1.8	1.0
2	CC(=O)NS(=O)(=O)c1ccc(NC(=O)CCC2CCCC2)cc1	x	x	-1	-19	i	-9	-0.95	1225	i	1.2	-0.3%	0	701	i	33	2.3	3.3	7.2
3	COc1ccc(C(=O)NC2CCCCC2)cc1OC1CCN(C(C)C)CC1	x	x	x	x	x	x	x	x	i	0.5	-0.6%	-20	779	i	66	x	x	x
4	CCOC(=O)c1c(C)[nH]c2c1-c1ccccc1C(=O)C2=O	u	x	47	15	i	44	x	x	i	0.1	-2.3%	-81	428	x	x	33	83	97
5	Cc1ccc(C(=O)c2ccccc2C(=O)OCC(=O)NC(=O)NC(C)(C)C)cc1	-1.9	1095	-4	-1	i	2	0.04	1288	x	x	-0.2%	-15	722	i	58	2.9	2.7	2.0
6	Cc1nonc1NC(=O)CSc1nc(C2CCCCC2)nc2ccccc12	-1.2	857	5	1	i	-8	1.6	886	i	0.8	u	x	x	i	6	2.0	1.2	8.5
7	COCC(=O)Nc1ccccc1-c1ccccc1	-4.0	1098	5	7	i	-49	0.1	1511	i	0.7	-0.4%	12	680	i	19	3.7	1.3	0.4
8	CCCCOc1ccc(C(=O)NCCOc2cccc(OC)c2)cc1	x	x	x	x	x	x	x	x	i	0.2	-0.2%	-1	834	i	8	x	x	x
9	CCC(=O)c1cc2c(C)cc(=O)oc2c(C)c1OC	-1.5	1305	4	-7	i	-1	-0.24	1108	i	0.4	0.2%	6	715	i	55	4.0	2.1	7.5
10	COc1ccc(NC(=O)CC2Sc3ncnn3C2=O)cc1 (stereo unspecified)	-1.0	1117	7	10	x	x	1.4	1409	i	1.1	-0.4%	3	668	i	50	1.5	2.8	9.5
11	CNC(=O)[C@@]1(C)C=C[C@@H](Cc2ccccc2)N1C(=O)OC	-0.2	442	8	3	i	7	1.1	1191	i	1.1	-0.2%	-5	729	i	28	1.4	1.0	5.4
12	CN(C)CCCNc1nc(N)c([N+](=O)[O-])c(NC2CCCCC2)n1	x	x	x	x	x	x	x	x	i	0.3	1.0%	10	809	i	59	x	x	x
13	O=C(O)C(Cc1ccccc1)n1cnnn1 (stereo unspecified)	-2.0	1379	5	12	x	x	0.97	1589	i	0.3	x	x	x	i	36	1.7	2.0	13
14	O=C(CCCN1C(=O)c2cccc3cccc(c23)C1=O)N1CCN(c2ccccn2)CC1	-2.8	979	10	5	i	16	0.15	1298	i	0.1	-0.6%	-15	644	i	46	6.6	2.5	1.4
15	CC(=O)Nc1ccc(NC(=O)CCCSc2nc3ccccc3s2)cc1	6.0	1113	-10	23	i	1	0.17	1088	i	0.4	-0.1%	-18	678	i	36	3.3	1.9	5.2
16	Cc1cc(Cl)ccc1OCC(=O)NCc1ccncc1	0.5	1271	2	12	i	1	-0.1	1620	i	1.8	-1.2%	x	x	i	20	1.9	1.9	0.3
17	COC(=O)c1cccc(NC(=O)c2ccccc2)c1	-0.6	1273	x	x	x	x	0.34	1051	i	0.5	-0.3%	-6	688	i	28	x	x	x
18	CCOc1cc(/C=N/NC(=O)c2ccncc2)ccc1OC(=O)c1ccco1	x	x	x	x	x	x	x	x	i	0.7	0.8%	5	755	i	63	x	x	x
19	CCOC(=O)Cn1ccc(O)c(Cc2ccc(Cl)cc2Cl)c1=O	0.4	920	-15	0	i	-37	0.15	1672	i	1.1	0.1%	5	712	i	57	2.9	2.2	7.8
20	O=C(Nc1ccccc1N1CCOCC1)c1csc2c1CCCC2	-1.7	1167	x	x	x	x	-0.18	1439	i	0.9	-0.2%	-70	686	i	59	x	x	x
21	COc1cc2c(C(=O)N3CCN(Cc4ccc5c(c4)OCO5)CC3)cn(C)c(=O)c2cc1OC	-1.2	1098	3	3	i	22	-0.22	1894	i	0.6	x	7	628	i	27	2.8	1.0	4.6
22	Cc1[nH]c2ccccc2c1/C=N/NC(=O)CNC(=O)c1ccc2c(c1)OCO2	-2.0	1123	10	11	i	4	-0.08	1357	i	0.2	0.8%	-27	629	i	62	4.6	3.4	1.5
23	Cc1nn(C)c(Sc2ccccc2N)c1[N+](=O)[O-]	0.3	1434	-14	11	i	-4	-0.29	1425	i	1.0	0.1%	-16	643	i	47	6.5	2.0	14
24	O=C(O)c1nnn(-c2cccc(C(F)(F)F)c2)c1-c1ccccc1	-0.8	1126	x	x	x	x	0.14	1400	i	0.3	0.1%	4	662	i	51	x	x	x
25	Cc1nc2sc(C(c3cccs3)N3CCC4(CC3)OCCO4)c(O)n2n1 (stereo unspecified)	-1.0	423	-11	3	i	3	x	x	i	3.6	-0.3%	-2	752	i	30	3.5	2.6	6.9
26	CC(C)[C@@H](C(=O)NC1CCCC1)N1C(=O)N2CCc3c([nH]c4ccccc34)[C@@]2(C)C1=O	x	x	x	x	x	x	x	x	i	2.9	-0.1%	-10	827	i	28	x	x	x
27	Cn1c(C(=O)NCc2ccccn2)cc2c(=O)n3ccccc3nc21	2.8	1156	-7	5	i	2	-0.57	1176	i	4.7	0.6%	22	780	i	18	3.4	1.6	5.3
28	Cn1nccc1NC(=O)Nc1cccc(Cl)c1Cl	0.7	1412	x	x	x	x	x	x	i	0.7	0.5%	9	741	i	28	x	x	x
29	CC(C)Cn1c2c(c(O)c(C(=O)Nc3ncccc3O)c1=O)CCCC2	0.7	940	-21	1	i	5	0.05	1524	i	0.9	0.2%	-7	691	i	24	3.4	1.4	9.0
30	CCOc1ccccc1N(CC(=O)OC)S(=O)(=O)c1ccccc1	-7.8	1032	0	-8	i	10	0.01	1418	i	1.5	-0.6%	x	x	i	24	5.3	3.0	5.7
31	Cc1ccc(S(=O)(=O)N(C)CCCC(=O)Nc2ccc(C)cc2C)cc1	-3.3	1181	6	5	i	8	0.38	1158	i	1.0	-0.9%	-17	616	i	40	2.9	3.1	6.5
32	O=c1[nH]c(SCc2ccc(F)cc2Cl)nc2ccccc12	-3.1	1108	2	12	i	-48	-1	1476	i	0.2	-0.6%	-1	673	i	54	1.3	1.8	5.9
33	Cc1ccc(-n2nnc3c(SCC(=O)NCC4CCCO4)ncnc32)cc1 (stereo unspecified)	x	x	23	33	i	15	x	x	i	0.6	1.1%	4	699	i	16	1.5	2.5	17
34	N#CCc1ccc(NS(=O)(=O)c2cccs2)cc1	-2.8	802	-22	6	i	-7	0.52	967	i	0.3	-0.3%	x	x	i	51	3.9	2.2	4.1
35	Cc1c(NC(=O)c2cc(-c3cccs3)on2)c(=O)n(-c2ccccc2)n1C	-1.1	818	5	2	i	-16	2.4	1065	i	4.6	-0.4%	x	x	i	7	2.2	1.9	11
36	COc1ccc(N2CCN(C(CNC(=O)c3ccc4c(c3)OCO4)c3ccco3)CC2)cc1 (stereo unspecified)	-0.4	1016	17	-10	i	6	0.8	1250	i	0.5	-1.0%	-19	602	i	47	2.3	2.4	7.8
37	CCn1cnc2sc(C(=O)N(Cc3ccc(N(C)C)cc3)Cc3ccco3)c(C)c2c1=O	-0.4	1106	45	22	i	-6	-0.64	1927	i	0.8	0.8%	20	657	i	44	2.7	2.5	1.1
38	Cc1ccc(Oc2nc3ccccn3c(=O)c2/C=C(\C#N)C(=O)NC2CCS(=O)(=O)C2)cc1 (stereo unspecified)	1.5	1313	x	x	x	x	0.07	1017	i	0.3	-1.1%	-6	709	i	52	x	x	x

Reprinted from the results shown (4 entries):
nr	canonical_smiles	bCat nuc transl	bCat nuc transl cell count 5 µM	WT yeast gro inh	WT yeast gro inh mutant strain	Autophagy mod	Autophagy mod cell loss 18 h	Insulin prom up	Insulin prom up cell count	Myeloid diff 2	Myeloid diff 2 GFP+ MAC1+ %	West Nile virus CPE	Hep lipid drop	Hep lipid drop cells 6.5 µM	T cell HTS	T cell HTS vesicle-bound %	MT stabilizer	MT stabilizer Hoechst-high %	MT stabilizer cytotoxicity %
1	COC(=O)C(CCSC)NC(=O)c1cccc([N+](=O)[O-])c1 (stereo unspecified)	-2.7	1364	10	-3	i	-1	0.01	1661	i	5.1	0.0%	x	x	i	41	2.0	1.8	1.0
2	CC(=O)NS(=O)(=O)c1ccc(NC(=O)CCC2CCCC2)cc1	x	x	-1	-19	i	-9	-0.95	1225	i	1.2	-0.3%	0	701	i	33	2.3	3.3	7.2
3	COc1ccc(C(=O)NC2CCCCC2)cc1OC1CCN(C(C)C)CC1	x	x	x	x	x	x	x	x	i	0.5	-0.6%	-20	779	i	66	x	x	x
4	CCOC(=O)c1c(C)[nH]c2c1-c1ccccc1C(=O)C2=O	u	x	47	15	i	44	x	x	i	0.1	-2.3%	-81	428	x	x	33	83	97
